Assay outcomes (PubChem BioAssay)
RBX1-CUL1 inh: human ROC1-CUL1 E3 ligase inhibition; 140,000 tested, 0.6% active; P62877+Q13616; inhibition, % at 10 µM; in vitro K48 di-Ub FRET, acceptor:donor ratio, 45 min; in the data active = inhibition above about 25%
Target sequence (P62877 whole entry, looked up): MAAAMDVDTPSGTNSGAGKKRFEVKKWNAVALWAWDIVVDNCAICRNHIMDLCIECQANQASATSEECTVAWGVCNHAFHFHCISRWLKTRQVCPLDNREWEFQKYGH
Target sequence (Q13616 whole entry, looked up): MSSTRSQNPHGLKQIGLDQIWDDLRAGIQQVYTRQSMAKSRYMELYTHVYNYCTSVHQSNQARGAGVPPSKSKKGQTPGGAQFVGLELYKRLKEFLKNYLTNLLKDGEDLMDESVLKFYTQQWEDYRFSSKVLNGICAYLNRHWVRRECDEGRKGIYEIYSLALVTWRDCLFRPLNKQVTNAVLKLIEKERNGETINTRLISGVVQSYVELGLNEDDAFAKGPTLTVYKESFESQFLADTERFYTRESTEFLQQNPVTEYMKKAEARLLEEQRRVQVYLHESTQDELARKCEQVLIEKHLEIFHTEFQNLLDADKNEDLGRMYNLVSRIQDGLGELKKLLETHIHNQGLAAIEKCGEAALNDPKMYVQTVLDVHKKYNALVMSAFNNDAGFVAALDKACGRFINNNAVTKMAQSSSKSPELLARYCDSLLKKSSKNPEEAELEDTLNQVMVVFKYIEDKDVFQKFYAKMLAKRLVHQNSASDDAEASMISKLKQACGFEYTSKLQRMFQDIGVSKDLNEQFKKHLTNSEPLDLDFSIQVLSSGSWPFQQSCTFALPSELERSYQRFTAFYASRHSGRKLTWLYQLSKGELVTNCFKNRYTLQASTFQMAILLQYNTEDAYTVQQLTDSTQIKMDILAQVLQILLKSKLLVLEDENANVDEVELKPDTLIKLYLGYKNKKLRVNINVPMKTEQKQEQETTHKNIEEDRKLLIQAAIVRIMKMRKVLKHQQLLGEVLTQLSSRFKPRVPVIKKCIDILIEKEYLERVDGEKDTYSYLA
* hit, by the source's call. These rows are one share of the data. The share of hits here may be higher or lower than overall.

For COc1ccccc1C(C)N(C)C(=O)c1cc(COc2ccccc2F)[nH]n1 (configuration not stated) the results were RBX1-CUL1 inh 2.
`CCOC(=O)c1c(-c2ccccc2Cl)csc1NC(=O)CSc1ccccc1` gave RBX1-CUL1 inh -3.
For CCOC(=O)c1c(NC(=O)/C(C#N)=C/c2ccccc2)sc2c1CCC2 the results were RBX1-CUL1 inh 6.
For CCN(CC)CCOC(=O)c1ccc(NC(=O)c2nn(C)c3c2COc2ccccc2-3)cc1 the results were RBX1-CUL1 inh -7.
Screening CC1CCCN(CC(=O)Nc2cc(Cl)ccc2Cl)C1 (configuration not stated) returned RBX1-CUL1 inh 8.
Screening CC(C)/C=C/C(=O)N1CCC(C2(c3cccnc3)NC(=O)N(CCc3cccs3)C2=O)CC1 (configuration not stated) returned RBX1-CUL1 inh 3.
Screening Cc1ccc(-n2c(=O)c3sc4ccccc4c3n(CC(=O)NC3CCCC3)c2=O)cc1C returned RBX1-CUL1 inh -1.
Cc1cccc(N2CCN(C(=O)C3CCN(S(=O)(=O)c4c(C)noc4C)CC3)CC2C)c1 (configuration not stated) was read as RBX1-CUL1 inh -4.
CCOC(=O)c1cccc(NC(=O)N=C2C(=O)N(c3ccccc3)N(C)C2C)c1 (configuration not stated) was read as RBX1-CUL1 inh -1.
`CCS(=O)(=O)N1CC(=O)N(c2cccc(C)c2C)C(C)(C(=O)NC2CCCCCC2)C1` (configuration not stated) gave RBX1-CUL1 inh -7.
Screening CCOC(=O)CCC(=O)NNC(=O)CCC(=O)Nc1cc(C)ccc1C returned RBX1-CUL1 inh 4.
`Cc1nc(CNCC2(O)CCCN(CC3CC3)C2=O)cs1` (configuration not stated) gave RBX1-CUL1 inh 8.
CCC(Oc1ccc2c(c1)CCC2)C(=O)NCC1CCCO1 (configuration not stated) was read as RBX1-CUL1 inh -2.
O=C(N[C@H]1CCCCNC1=O)c1ccc(N2CCC(NCc3cccc(Cl)c3)CC2)cc1 was read as RBX1-CUL1 inh -2.
For CCOc1ccc(NC(=O)c2cc(-c3ccc(C)c(F)c3)on2)c([N+](=O)[O-])c1 the results were RBX1-CUL1 inh 9.
For CCCc1nn(C)c(C(=O)NC(C)c2ccccc2)c1Cl (configuration not stated) the results were RBX1-CUL1 inh 6.
Cc1cc(NS(=O)(=O)c2ccc(NC(=O)C(C)Oc3ccc(F)cc3)cc2)nc(C)n1 (configuration not stated) was read as RBX1-CUL1 inh 3.
O=C(CCc1c[nH]c2ccccc12)N/N=C/c1ccc2c(c1)OCO2 was read as RBX1-CUL1 inh 6.
`O=C(NCc1ccco1)N1CCc2onc(-c3ccc(C(F)(F)F)cc3)c2C1` gave RBX1-CUL1 inh 10.
COc1ccc(OCc2nc3ccccc3n2Cc2ccc(C(C)(C)C)cc2)cc1 was read as RBX1-CUL1 inh 4.
CCCN1CCC(NC(=O)Cc2ccccc2F)CC1 was read as RBX1-CUL1 inh 9.
Cc1ccc(Nc2c(Cl)c(Cl)nc(C(F)(F)F)c2Cl)cc1 was read as RBX1-CUL1 inh -6.
CCOCCCNC(=O)CCC(=O)NNc1nc2ccccc2c2nc(-c3ccccc3)nn12 was read as RBX1-CUL1 inh 0.
Screening CCn1c(=O)c(=O)n(CC)c2cc(N3CCCCC3)c(NC(=O)c3ccccc3OC)cc21 returned RBX1-CUL1 inh -4.
Screening COc1ccc(Nc2nnc(-c3cc4c(ccc5ccccc54)oc3=O)s2)cc1 returned RBX1-CUL1 inh 0.
Screening CN(CCc1cn[nH]c1)C(=O)c1cn(Cc2ccc(F)cc2)nn1 returned RBX1-CUL1 inh -2.
Cc1oc(-c2ccc(Cl)cc2)nc1CN1CCCC(C(=O)NCCc2ccc(Cl)cc2)C1 (configuration not stated) was read as RBX1-CUL1 inh -7.
Screening CCN(CC)S(=O)(=O)c1ccc2c(c1)N(CC(=O)N1CCN(c3cccc(C)c3C)CC1)C(=O)CO2 returned RBX1-CUL1 inh -12.
`Cc1nn(-c2ccccc2)c2c1N(CCCC(=O)NC(C)c1ccccc1)C(=O)CS2` (configuration not stated) gave RBX1-CUL1 inh 1.
Screening COc1ccc(-c2noc(-c3ccc(N4CCOCC4)c([N+](=O)[O-])c3)n2)cc1OC returned RBX1-CUL1 inh 0.
Cc1cn2c3c(=O)[nH]c(=O)n(C)c3nc2n1CCCN1CCCCCC1 was read as RBX1-CUL1 inh 10.
Screening CN1CCC(OC(=O)c2ccccc2I)CC1 returned RBX1-CUL1 inh 6.
For O=C(CSc1nc2ccccc2c(=O)n1-c1ccccc1)Nc1ccccc1Cl the results were RBX1-CUL1 inh 2.
Screening CCOc1cc(CNCC(O)c2ccccc2)cc(Cl)c1OCC (configuration not stated) returned RBX1-CUL1 inh -3.
Screening Cn1c(=O)c(=O)n(C)c2cc(N3CCCC3)c(NC(=O)c3ccccc3Cl)cc21 returned RBX1-CUL1 inh -1.
Cc1ccc(NC(=O)c2sc(Cl)nc2C)c(C)c1 was read as RBX1-CUL1 inh 10.
COc1cc(CNC(C)(C)CO)cc(Br)c1OCC(N)=O was read as RBX1-CUL1 inh -3.
COc1ccc(N=Cc2ccc(Oc3ccc([N+](=O)[O-])cc3[N+](=O)[O-])c(OC)c2)cc1 was read as RBX1-CUL1 inh 9.
Screening CC(C)N(C)Cc1nnnn1CC(=O)N1CCC(O)(c2ccc(Cl)cc2)CC1 returned RBX1-CUL1 inh 7.
For N#CCSc1nc2ccccc2c(=O)n1CC1CCCC1 the results were RBX1-CUL1 inh 0.
For COc1ccc(-c2nc(CN3CCC(C(=O)NCc4ccc(F)cc4)CC3)c(C)o2)cc1OC the results were RBX1-CUL1 inh 3.
Screening Cc1sc(CO)c(-c2c(CO)sc(C)c2Br)c1Br returned RBX1-CUL1 inh -10.
Screening CCOc1ccc(C2(Cc3ccccc3)C(=O)c3ccccc3C2=O)cc1 returned RBX1-CUL1 inh -1.
For Cc1nn(-c2ccccc2)c(N=Cc2ccccc2O)c1-c1ccc(Cl)cc1 the results were RBX1-CUL1 inh -3.
For CC(C)c1nccn1Cc1cc(C(=O)N(C)Cc2nc3ccccc3o2)n[nH]1 the results were RBX1-CUL1 inh -7.
Cc1cc(C)c(S(=O)(=O)NC2CCCCC2)cc1S(=O)(=O)NC1CCCCC1 was read as RBX1-CUL1 inh -3.
For O=C(Nc1ccc(-c2ccc(NC(=O)C3CC3c3ccccc3)cc2)cc1)C1CC1c1ccccc1 (configuration not stated) the results were RBX1-CUL1 inh -18.
`COc1ccc(OCC(=O)Nc2nccs2)cc1` gave RBX1-CUL1 inh 4.
Screening COc1ccc(C)cc1NC(=O)C(=O)NCC1(c2ccccc2)CCCC1 returned RBX1-CUL1 inh 3.
CNC(=O)c1cccc(NS(=O)(=O)c2ccccc2)c1C was read as RBX1-CUL1 inh 4.
For CCOC(=O)c1cnc2ccc(OC)cc2c1Nc1ccc(OC(F)(F)Cl)cc1 the results were RBX1-CUL1 inh -9.
`COc1cc(N)ccc1-c1ccc(N)cc1OC` gave RBX1-CUL1 inh 12.
`COc1cc(CNc2nncc(-c3ccc(OC)cc3OC)n2)cc(OC)c1` gave RBX1-CUL1 inh 11.
`COC(C(=O)Nc1ccc(Br)c(Cl)c1)c1ccccc1` (configuration not stated) gave RBX1-CUL1 inh 1.
`COC(=O)CCC(=O)NC(=S)Nc1ccc(S(=O)(=O)Nc2cc(C)cc(C)c2)cc1` gave RBX1-CUL1 inh 1.
Screening CC(=O)NCC(=O)NC1CC(C)(C)Cc2nc(N(C)Cc3ccccc3)ncc21 (configuration not stated) returned RBX1-CUL1 inh 5.
`CC(C)n1c(C(O)c2cc(C(C)(C)C)c(O)c(C(C)(C)C)c2)nc2ccccc21` (configuration not stated) gave RBX1-CUL1 inh -5.
NC(=O)c1cnc(C(N)=O)c(C(N)=O)n1 was read as RBX1-CUL1 inh -1.
CCn1c(-c2ccccc2F)nc2cc(NC(C)=O)cc(C(=O)NCC(C)Oc3cccnc3)c21 (configuration not stated) was read as RBX1-CUL1 inh -4.
Screening CN1CCC(N2CCCC(C(=O)NCCc3ccc(Cl)cc3)C2)CC1 (configuration not stated) returned RBX1-CUL1 inh 0.

An excerpt from above in order of length of the SMILES, rising.
`COc1cc(N)ccc1-c1ccc(N)cc1OC` gave RBX1-CUL1 inh 12.
NC(=O)c1cnc(C(N)=O)c(C(N)=O)n1 was read as RBX1-CUL1 inh -1.
Screening Cc1sc(CO)c(-c2c(CO)sc(C)c2Br)c1Br returned RBX1-CUL1 inh -10.
`COC(C(=O)Nc1ccc(Br)c(Cl)c1)c1ccccc1` (configuration not stated) gave RBX1-CUL1 inh 1.
CNC(=O)c1cccc(NS(=O)(=O)c2ccccc2)c1C was read as RBX1-CUL1 inh 4.
Screening CN1CCC(N2CCCC(C(=O)NCCc3ccc(Cl)cc3)C2)CC1 (configuration not stated) returned RBX1-CUL1 inh 0.
`COc1cc(CNc2nncc(-c3ccc(OC)cc3OC)n2)cc(OC)c1` gave RBX1-CUL1 inh 11.
For Cc1nn(-c2ccccc2)c(N=Cc2ccccc2O)c1-c1ccc(Cl)cc1 the results were RBX1-CUL1 inh -3.
For CCOC(=O)c1cnc2ccc(OC)cc2c1Nc1ccc(OC(F)(F)Cl)cc1 the results were RBX1-CUL1 inh -9.
For CC(C)c1nccn1Cc1cc(C(=O)N(C)Cc2nc3ccccc3o2)n[nH]1 the results were RBX1-CUL1 inh -7.
Screening CC(=O)NCC(=O)NC1CC(C)(C)Cc2nc(N(C)Cc3ccccc3)ncc21 (configuration not stated) returned RBX1-CUL1 inh 5.
Cc1cc(C)c(S(=O)(=O)NC2CCCCC2)cc1S(=O)(=O)NC1CCCCC1 was read as RBX1-CUL1 inh -3.
`CC(C)n1c(C(O)c2cc(C(C)(C)C)c(O)c(C(C)(C)C)c2)nc2ccccc21` (configuration not stated) gave RBX1-CUL1 inh -5.
For COc1ccc(-c2nc(CN3CCC(C(=O)NCc4ccc(F)cc4)CC3)c(C)o2)cc1OC the results were RBX1-CUL1 inh 3.
CCn1c(-c2ccccc2F)nc2cc(NC(C)=O)cc(C(=O)NCC(C)Oc3cccnc3)c21 (configuration not stated) was read as RBX1-CUL1 inh -4.
For O=C(Nc1ccc(-c2ccc(NC(=O)C3CC3c3ccccc3)cc2)cc1)C1CC1c1ccccc1 (configuration not stated) the results were RBX1-CUL1 inh -18.

(cont.)
O=C(CSc1ncnc2nc[nH]c12)N1CCN(c2ccccc2)CC1 was read as RBX1-CUL1 inh -3.
CCCCN(Cc1cc2ccccc2[nH]c1=O)C(=O)c1cccc(Cl)c1 was read as RBX1-CUL1 inh 5.
`Cc1cc(C(=O)CSc2nnc3ccc4ccccc4n23)c(C)n1-c1cc(F)ccc1F` gave RBX1-CUL1 inh -3.
CSc1ccc(NC(=O)c2sc3nc4c(cc3c2N)CCCCC4)cc1 was read as RBX1-CUL1 inh 2.
`O=C1OC(c2cc([N+](=O)[O-])ccc2Cl)=N/C1=C/c1cccc(OCc2ccccc2)c1` gave RBX1-CUL1 inh 2.
Screening O=C(NC(=O)C(F)(F)F)Nc1ccc(F)cc1F returned RBX1-CUL1 inh 6.
CC(=O)N1CCN(c2nc(CN(CCc3ccccc3)Cc3ccccc3)nc3ccccc23)CC1 was read as RBX1-CUL1 inh 11.
CC(=O)C1C(=O)CC(C)(C)CC1=Nc1ccc(Br)cc1 (configuration not stated) was read as RBX1-CUL1 inh 3.
For CCSc1nc2nc(C)c(Cc3ccccc3)c(=O)n2[nH]1 the results were RBX1-CUL1 inh -5.
For COC(=O)C(NC(=O)CCc1c(C)nc2cc(-c3cccc(F)c3)nn2c1C)C(C)C (configuration not stated) the results were RBX1-CUL1 inh -7.
`COc1nc(=O)n(C)c2ncn(C)c12` gave RBX1-CUL1 inh 10.
For O=C(NCc1cccnc1)c1ccc(-n2nc(C(F)(F)F)c3c2CCCC3)cc1 the results were RBX1-CUL1 inh 11.
Cc1ccc(-c2nnc(SCC(=O)N3c4ccccc4C(C)(c4ccccc4)CC3(C)C)o2)cc1 (configuration not stated) was read as RBX1-CUL1 inh 1.
Screening CCOc1cc(/C=N/NC(=O)c2ccncc2)ccc1OCCSc1cccc2ccccc12 returned RBX1-CUL1 inh 0.
For CCC1c2c(ccc3ccccc23)OC(=O)C1C(=O)Nc1ccc(C)cc1 (configuration not stated) the results were RBX1-CUL1 inh -6.
`O=C(CCC(=O)c1ccc(F)cc1)Nc1ccc(Cl)cc1` gave RBX1-CUL1 inh 1.
`CCOc1ccc(OCC)c(S(=O)(=O)N2CCN(c3cc(C)ccc3C)CC2)c1` gave RBX1-CUL1 inh -6.
Screening O=C1N(CC2CCC2)CCCC1(O)CNC1(c2ccccc2)CC1 (configuration not stated) returned RBX1-CUL1 inh 7.
For Cc1sc2c(c1C)c(=O)n(-c1ccc(Cl)cc1)c(=O)n2CC(=O)c1ccccc1 the results were RBX1-CUL1 inh -9.
CN(Cc1ccccc1)c1oc(/C=C/c2ccccc2)nc1C#N was read as RBX1-CUL1 inh -1.
C=CCc1ccccc1OCCSc1nnc(-c2ccc(NC(=O)c3ccccc3F)cc2)n1C was read as RBX1-CUL1 inh 3.
Screening CC1CCN(S(=O)(=O)c2cc3c4c(c2)CC(=O)N4CCC3)CC1 returned RBX1-CUL1 inh -2.
`O=C(CSc1nnc(-c2ccccc2)o1)N1N=C(c2ccc(F)cc2)CC1c1ccc(F)cc1` (configuration not stated) gave RBX1-CUL1 inh -3.
CC(C)c1ccc(Sc2cc(F)ccc2CC(=O)O)cc1 was read as RBX1-CUL1 inh 6.
For COc1ccc2c(c1)c(CC(=O)Nc1nc3c(s1)CCCC3)c(C)n2C(=O)c1ccc(Cl)cc1 the results were RBX1-CUL1 inh 5.
Screening CCC1=C(C(=O)OC)C(c2cccs2)n2ncnc2N1 (configuration not stated) returned RBX1-CUL1 inh -2.
O=C(c1cc(C(=O)c2ccco2)cc(C(=O)c2ccco2)c1)c1ccco1 was read as RBX1-CUL1 inh 5.
Screening O=C(CCCN1CCCC1=O)NCc1cccnc1N1CCCCCCC1 returned RBX1-CUL1 inh 6.
Screening COCC(=O)N1CCCC1C(=O)Nc1cccc(-c2cc3ccccc3[nH]2)c1 (configuration not stated) returned RBX1-CUL1 inh 10.
Screening CCCCCSc1nnc2c(n1)OC(c1ccc(OC)c(C)c1)N(C(C)=O)c1ccccc1-2 (configuration not stated) returned RBX1-CUL1 inh -16.
For N#CC1C(=O)N=CC(NN=C2CCCCC2)C1=Nc1ccccc1 (configuration not stated) the results were RBX1-CUL1 inh 14.
